MrgX1 PAM: allosterically activates human MrgX1 receptor signaling. hit rate 0.63% among 310,000. B-score at 10 µM. MrgX1-HEK293, Fluo-4 calcium flux, FDSS; hits give high values. Q96LB2;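 active = plate-corrected calcium response at least 3 library SD above typical, normal starting fluorescence, not activating the receptor alone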;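 also: compound read alongside a low EC10 to EC30 dose of BAM8-22 agonist; peak minus trough fluorescence over baseline measured at the second addition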
TRPC6 activator: activates the mouse TRPC6 cation channel | Q61143 | HEK293-TRPC6 membrane potential dye fluorescence; hits give high values | B-score at 10 µM | hit rate 0.13% among 310,000;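 active = B-score of the integrated fluorescence ratio above library mean plus 3 SD, and starting fluorescence ratio within library mean plus 5 SD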;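 also: higher score means more depolarization so channel activation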
Target sequence (Q61143 whole entry, looked up): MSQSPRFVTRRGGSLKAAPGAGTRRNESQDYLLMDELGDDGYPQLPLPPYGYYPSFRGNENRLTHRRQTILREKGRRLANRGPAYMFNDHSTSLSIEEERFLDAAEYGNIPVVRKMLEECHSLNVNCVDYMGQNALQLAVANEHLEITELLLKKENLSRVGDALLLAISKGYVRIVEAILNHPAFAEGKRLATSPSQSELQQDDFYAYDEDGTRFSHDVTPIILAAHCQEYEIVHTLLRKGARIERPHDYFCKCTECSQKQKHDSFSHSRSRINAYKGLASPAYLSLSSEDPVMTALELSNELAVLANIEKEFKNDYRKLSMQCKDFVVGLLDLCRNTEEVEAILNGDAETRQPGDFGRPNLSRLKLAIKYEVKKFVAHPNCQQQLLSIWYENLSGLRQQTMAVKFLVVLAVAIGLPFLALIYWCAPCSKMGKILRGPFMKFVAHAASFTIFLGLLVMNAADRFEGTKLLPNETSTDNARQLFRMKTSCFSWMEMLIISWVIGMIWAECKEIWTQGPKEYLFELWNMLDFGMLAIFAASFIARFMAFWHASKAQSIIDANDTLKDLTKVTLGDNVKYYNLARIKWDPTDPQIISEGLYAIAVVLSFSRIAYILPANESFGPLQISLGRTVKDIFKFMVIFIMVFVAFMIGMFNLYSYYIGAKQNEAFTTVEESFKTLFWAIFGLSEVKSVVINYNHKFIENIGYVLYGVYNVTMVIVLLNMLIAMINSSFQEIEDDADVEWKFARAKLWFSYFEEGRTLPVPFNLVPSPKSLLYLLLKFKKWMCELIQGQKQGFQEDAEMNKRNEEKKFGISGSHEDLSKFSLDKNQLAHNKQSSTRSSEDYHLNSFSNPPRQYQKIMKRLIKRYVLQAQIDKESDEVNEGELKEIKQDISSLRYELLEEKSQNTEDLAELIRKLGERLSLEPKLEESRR
RGS4 inh: inhibitors of human RGS4; P49798; HEK293 M3R/RGS4 inducible, Fluo-4 calcium flux; hits give high values; triggered by carbachol at its EC20; B-score at 10 µM; hit rate 0.45% among 310,000;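 active = B-score, a plate-corrected calcium signal, over three deviations above library mean, with baseline fluorescence within five deviations of library mean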;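 also: RGS4 expression induced by doxycycline in cells with stable M3 receptor; B-score is computed from the integrated fluorescence ratio over baseline after carbachol; higher B-score means a larger calcium signal and so more RGS4 inhibition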
RGS4 act: RGS4 potentiation or activation | HEK293 M3R/inducible RGS4, carbachol calcium flux Fluo4; hits give low values | B-score at 10 µM | hit rate 0.92% among 310,000;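 active = B-score of the integrated calcium signal more than 4 SD below the library mean, with starting fluorescence not abnormally high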;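 also: negative B-score means reduced calcium response which marks RGS4 activation or potentiation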
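test system = HEK293 cells with stable M3R and inducible RGS4 | schedule = recording 10 s baseline at 1 Hz, 100 s post-agonist | technique = Fluo4-AM (2 µM) calcium-flux fluorescence, kinetic read | measure = Agonist-evoked peak-minus-minimum fluorescence over baseline, integrated ratio, B score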
SKKanGAS inh: SKKanGAS growth inhibition | hit rate 1.3% among 300,000 | inhibition, % at 7.5 µM | S. pyogenes SKKanGAS, kanamycin growth, BacTiter-Glo, 6 h;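 active = mean replicate score, as percent of positive control median, at least 50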;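 also: strain carries kanamycin resistance gene driven by streptokinase promoter and grows in 40 µg/ml kanamycin; loss of luminescence reflects streptokinase promoter inhibition or plain growth inhibition; 0% = median of DMSO wells and 100% = positive control at its reference dose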
TRPC6 inh: inhibitors of mouse TRPC6 channel | HEK293-TRPC6, membrane potential dye, ACh-evoked depolarization; hits give low values | B-score at 10 µM | hit rate 1.1% among 310,000 | AID 2553;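 active = B-score under library mean minus 3 SD, initial fluorescence not abnormally high, positive integrated signal ratio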;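 also: B-score derived from integrated fluorescence ratio over the kinetic read; more negative B-score means stronger inhibition of depolarization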
MrgX1 agonist: human MrgX1 receptor agonism, primary screen; Q96LB2; MrgX1-HEK293 cells, Fluo-4 calcium fluorescence, agonist mode; hits give high values; B-score at 10 µM; hit rate 0.44% among 310,000; AID 588627;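 active = calcium response B-score plate-corrected fluorescence ratio at least 3 library SD, with starting fluorescence B-score inside 5 SD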
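Test system: Stable human MrgX1 HEK293 cell line | Schedule: Overnight plating before 1 h dye loading | Read-out basis: Baseline-normalised fluorescence change ratio, B-scored | Detection: Kinetic calcium dye fluorescence, Fluo-4 NW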
HIF act: HIF pathway transcriptional activation. activation, % at 7.5 µM (by protocol). AID 1910. U2OS HRE-luciferase reporter, luminescence; normalized: DMSO 0%, desferrioxamine 100%. hit rate 0.32% among 300,000;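 active = mean activation of at least 10% of the iron chelator positive control signal, with at least half of replicates also reaching 10%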
MrgX1 antag: human MrgX1 receptor antagonism, primary screen; hit rate 1.3% among 310,000; Q96LB2; MRGX1-HEK293 calcium flux, Fluo-4, BAM8-22 antagonism; hits give low values; B-score at 10 µM; AID 588676;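 active = calcium-response B-score plate-corrected more than 3 library SD below zero, starting fluorescence within 5 deviations, no agonist response on first addition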;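 also: peak minus trough fluorescence over baseline after final BAM8-22 challenge near maximal dose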
TRPC4 block: TRPC4 (mouse) channel inhibition; Q9QUQ5; HEK293 TRPC4beta/mu-opioid, DAMGO-evoked Fluo4 calcium flux; hits give low values; B-score at 10 µM; hit rate 0.39% among 300,000;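 active = B-score over 3 SD under the library average, no early fluorescence shift, positive overall ratio signal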
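Signal: kinetic Fluo4 fluorescence imaging of calcium influx. Material: stable TRPC4beta/mu-opioid receptor HEK293 cells. Probe or stimulus: DAMGO in two steps, submaximal then maximal.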
Platelet DG rel: modulates dense granule release in human platelets | hit rate 0.22% among 300,000 | inhibition, %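 (compounds screened at 7.5 µM in platelet-rich plasma)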 | human platelet-rich plasma, SFLLRN dense granule ATP release, luminescence;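 active = mean replicate score, as percent of positive control, at or above 50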
The depositor's hits bear a star; i = inactive.

SMILES | MrgX1 PAM | TRPC6 activator | RGS4 inh | RGS4 act | SKKanGAS inh | TRPC6 inh | MrgX1 agonist | HIF act | MrgX1 antag | TRPC4 block | Platelet DG rel
O=C1OC(COc2ccc(Br)cc2)CN1c1ccccc1 (centres undefined) | i | i | i | i | -3 | i | i | -0.8 | i | i | -4
O=C(NCCN1CCOCC1)c1c(O)nc2sccn2c1=O | i | i | i | i | 11 | i | i | -0.6 | i | i | 14
COc1ccc(S(=O)(=O)N(CCCN2CCOCC2)Cc2cccc3ccccc23)cc1 | i | i | i | i | -4 | i | i | 0.0 | i | i | 4
COc1ccccc1CNCc1cc(Br)ccc1OC | i | i | i | i | 4 | i | i | -0.3 | i | i | -5
COc1ccc(-c2csc(NC(=O)Cc3ccccc3)n2)cc1OC | i | i | i | i | -4 | i | i | -0.2 | i | i | 21
Cc1c(C=O)c2cc(OCc3ccccc3)ccc2n1C | i | i | i | i | 1 | i | i | 3.1 | i | i | 4
FC(F)(F)c1cccc(NC(=S)NCCN2CCOCC2)c1 | i | i | i | i | -14 | i | i | -0.1 | i | i | -6
CC1Sc2ccc(S(=O)(=O)N3CCC(C(=O)Nc4ccc(Cl)cc4)CC3)cc2NC1=O (centres undefined) | i | i | i | i | -6 | i | i | 0.2 | i | i | 6
CCCCCCn1c(=O)[nH]c2nc3cc(N)ccc3nc2c1=O | i | i | i | i | 25 | i | i | 2.3 | i | i | 13
CCOC(=O)C1CCN(c2ncnc3c2nnn3Cc2ccccc2Cl)CC1 | i | i | i | i | 2 | i | i | -0.4 | i | i | 4
COc1cccc(N2CC(C(=O)Nc3nnc(SCC(=O)NCc4ccco4)s3)CC2=O)c1 (centres undefined) | i | i | i | i | 1 | i | i | -0.2 | i | i | -14
O=C(CSc1ncn[nH]1)N1N=C2/C(=C/c3ccco3)CCCC2C1c1ccco1 (centres undefined) | i | i | i | i | -14 | i | i | -0.2 | i | i | 7
Cc1ccc(C)c(/C=N/NC(=S)NC(C)C)c1 | i | i | i | i | 36 | i | i | 0.0 | i | i | 0
Cc1ccc(C)c(/C=N/Nc2nc3ccccc3c(=O)n2O)c1 | i | i | i | i | 35 | i | i | 0.5 | i | i | -14
C(=N\Nc1nc2ccccc2s1)/c1cccs1 | i | i | i | i | -12 | i | i | 1.1 | i | i | -1
O=C(NCc1ccco1)C(c1ccncc1)N(C(=O)Cn1nnc2ccccc21)c1ccccc1F (centres undefined) | i | i | i | i | -4 | i | i | 0.0 | i | i | 6
COc1ccc(CC(=O)NCc2cccc(CNC(=O)Cc3ccc(OC)c(OC)c3)c2)cc1OC | i | i | i | i | -14 | i | i | -0.5 | i | i | -7
COc1ccccc1N1CCN(C2CCCN(Cc3ccc(Cl)cc3)C2)CC1 (centres undefined) | i | i | i | i | -7 | i | i | 0.6 | i | i | -1
CCOC(=O)C1=C(N)OC2=C(C(=O)CC(C)(C)C2)C1C1CCCCC1 (centres undefined) | i | i | i | i | 4 | i | i | -0.4 | i | i | 5
O=C(Cc1ccccc1)NNC(=O)c1ccc(NC(=O)c2ccccc2)cc1 | i | i | i | i | -5 | i | i | 0.1 | i | i | 6
O=C(c1ccc(Sc2ccccc2)c([N+](=O)[O-])c1)N1CCOCC1 | i | i | i | i | -2 | i | i | -0.7 | i | i | -3
NS(=O)(=O)c1ccc(CCNC(=O)c2cccc(OC(F)F)c2)cc1 | i | i | i | i | -17 | i | i | 0.1 | i | i | -7
O=C(c1ccc([N+](=O)[O-])s1)N1CCN(c2ccc(C(F)(F)F)cn2)CC1 | i | i | i | i | 4 | i | i | -0.4 | i | i | -5
O=C(O)c1cc([N+](=O)[O-])c(NCc2cccnc2)c([N+](=O)[O-])c1 | i | i | i | i | 4 | i | i | -0.1 | i | i | 0
COc1ccc(C2C3=C(CC(C)(C)CC3=O)Nc3cc4c(cc32)OCO4)cc1 (centres undefined) | i | i | i | i | -4 | i | i | -0.4 | i | i | 0
O=C(CSc1ccc(Cl)cc1)NCC1CCCO1 (centres undefined) | i | i | i | i | 1 | i | i | 0.3 | i | i | 21
COc1cc(C(=O)N2CCN(S(=O)(=O)c3cccs3)CC2)cc(OC)c1C | i | i | i | i | 2 | i | i | -0.9 | i | i | -3
CCOC(=O)CN(C(=O)Cn1nnc2ccccc21)C(C(=O)NCCOC)c1ccccc1 (centres undefined) | i | i | i | i | 4 | i | i | -0.6 | i | i | -3
COc1ccc(C2C3=C(CC(C)(C)CC3=O)N(C)C3=C2C(=O)CC(C)(C)C3)cc1 | i | i | i | i | 4 | i | i | -1.1 | i | i | 14
CSCC[C@H](NC(=O)Nc1cccc(C(F)(F)F)c1)C(=O)O | i | i | i | i | -11 | i | i | 0.1 | i | i | -5
CCOC(=O)C1=C(C)NC(=S)NC1c1ccsc1 (centres undefined) | i | i | i | i | 8 | i | i | -0.3 | i | i | 5
Cn1c(=O)c(=O)n(C)c2cc(S(=O)(=O)CCC(=O)NCc3ccccc3)ccc21 | i | i | i | i | -3 | i | i | 0.2 | i | i | -2
COc1cc(NC(=O)c2csc(N)n2)cc(C(=O)Nc2cccc(C(F)(F)F)c2)c1 | i | i | i | i | 15 | i | i | 4.6 | i | i | -1
COc1cccc(C(=O)N2CCOCC2)c1OC | i | i | i | i | 1 | i | i | -0.9 | i | i | -1
COc1ccc(CS(=O)(=O)/C(Cl)=C(/Cl)C(=O)Nc2ccc(OC)nc2)cc1 | i | i | 13* | i | -4 | i | 47* | -3.7 | i | i | 1
COc1ccc(-c2cc(C(=O)Nc3c(C)nn(Cc4ccccc4Cl)c3C)no2)cc1 | i | i | i | i | 9 | i | i | -0.6 | i | i | 0
COC1CCCN(C(=O)c2ccc(OC3CCN(S(=O)(=O)N(C)C)CC3)cc2)C1 (centres undefined) | i | i | i | i | 0 | i | i | -1.8 | i | i | -3
COCCNC(=O)c1onc(CSc2ccccc2F)c1C(=O)O | i | i | i | i | 2 | i | i | 1.0 | i | i | 1
Cc1ccc(-n2c(Cc3cccn3C)nnc2SCC(=O)N2CCN(c3ccccc3)CC2)cc1 | i | i | i | i | -2 | i | i | 0.2 | i | i | 0
CCOCCCNC(=O)C1CCN(S(=O)(=O)N2CC(C)CC(C)C2)CC1 (centres undefined) | i | i | i | i | 0 | i | i | -1.0 | i | i | 19
CNC(=O)c1ccccc1S(=O)(=O)c1ccccc1C#N | i | i | i | i | 4 | i | i | 0.1 | i | i | -7
COc1ccc(/C=C2\SC(=O)N(CCNC(=O)C3CC4C=CC3C4)C2=O)cc1 (centres undefined) | i | i | i | i | -9 | i | i | 4.4 | i | i | -1
C[C@@H](CO)NC(=O)c1ccc2c3n(nc2c1)-c1ccccc1CO3 | i | i | i | i | 3 | i | i | -0.4 | i | i | 42
CN(C)S(=O)(=O)c1ccc(C(=O)NCCN=C2NS(=O)(=O)c3ccccc32)cc1 | i | i | i | i | -5 | i | i | -0.6 | i | i | 1
CCCc1cc(=O)oc2c(CN(CC)CC)c(O)c(Cl)cc12 | i | i | i | i | -8 | i | i | -0.5 | i | i | -7
COc1ccc(NC(=S)SC)cc1OC | i | i | i | i | -1 | i | i | -0.1 | i | i | 1
COc1ccc(NC(=O)CC23CC4CC(CC(C4)C2)C3)cn1 | i | i | i | i | 0 | i | i | 0.1 | i | i | 0
COc1ccc(/C=C2/C(=O)N(c3ccccc3)N=C2C)cc1Br | 8.9* | i | 24* | i | 4 | i | i | 2.0 | i | i | 10
CC1CCN(Cc2c(C(=O)N/N=C/c3ccc(C(F)(F)F)cc3)nnn2-c2nonc2N)CC1 | i | i | i | i | 16 | i | i | 0.1 | i | i | 7
CC(Cc1ccccc1)N/C=C1\CC(=O)NC1=O (centres undefined) | i | i | i | i | -2 | i | i | -0.5 | i | i | 9

More results
SMILES | MrgX1 PAM | TRPC6 activator | RGS4 inh | RGS4 act | SKKanGAS inh | TRPC6 inh | MrgX1 agonist | HIF act | MrgX1 antag | TRPC4 block | Platelet DG rel
Cc1c(/C(O)=C2/C(=O)C(=O)N(Cc3cccnc3)C2c2ccccn2)cnn1-c1ccccc1 (centres undefined) | i | i | i | i | 3 | i | i | -1.8 | i | i | 6
O=c1[nH]cnc(O)c1C(c1ccc2c(c1)OCO2)c1c(O)nc[nH]c1=O | i | i | i | i | -10 | i | i | -0.6 | i | i | 15
CC(=O)c1cccc(S(=O)(=O)N2CCC(n3nnc4cc(F)ccc43)CC2)c1 | i | i | i | i | 9 | i | i | 0.7 | i | i | -6
Cc1ccc(S(=O)(=O)N2C(=O)CCC2C(=O)NCc2ccco2)cc1 (centres undefined) | i | i | i | i | 0 | i | i | -0.4 | i | i | 11
COc1cc(NC(=O)COC(C)=O)cc(OC)c1OC | i | i | i | i | 14 | i | i | -0.7 | i | i | -6
Cn1c(N)cc(=O)n(Cc2ccccc2)c1=O | i | i | i | i | 1 | i | i | -3.8 | i | i | -2
N#C/C(=C/c1ccc(-c2ccc(Br)cc2)o1)C(=O)NC1CCCCC1 | i | i | i | i | 14 | i | i | 0.3 | i | i | 15
COc1cccc(/C(O)=C2/C(=O)C(=O)N(CCN3CCOCC3)C2c2cccnc2)c1 (centres undefined) | i | i | i | i | -2 | i | i | -0.2 | i | i | 5
O=C1NCCN1Cc1ccc(F)cc1 | i | i | i | i | -1 | i | i | 0.0 | i | i | 3
O=C(O)/C=C/c1cccc(NC(=O)c2ccc(Cl)cc2)c1 | i | i | i | i | 10 | i | i | 0.1 | i | i | 15
Cc1oc2cc3oc(=O)c(CC(=O)N[C@H](C(=O)N[C@@H](C(=O)O)c4ccccc4)C(C)C)c(C)c3cc2c1C | i | i | i | i | 2 | i | i | 0.2 | i | i | -3
Cc1nn(-c2ccccc2)c(C)c1NC(=O)COC(=O)Cc1ccccc1F | i | i | i | i | 8 | i | i | -0.5 | i | i | 19
Cc1onc(-c2ccccc2)c1C(=O)N1CCCc2ccccc21 | i | i | i | i | -4 | i | i | 0.0 | i | i | -4

Assay outcomes as filed in PubChem.
